Assay outcomes: PubChem, several laboratories
GALR2 blocker – GALR2 antagonists in receptor-expressing cells, primary screen; inhibition, % at 4 µM; antagonist mode; Galanin receptor type 2 (Homo sapiens), O43603; actives 0.39% (n = 140,000); in the data active means inhibition above about 27%;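 further: cells stimulated with galanin 1-16 at roughly its EC80; 0% = agonist challenge control and 100% = basal control without agonist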
Target sequence (O43603 whole entry, looked up): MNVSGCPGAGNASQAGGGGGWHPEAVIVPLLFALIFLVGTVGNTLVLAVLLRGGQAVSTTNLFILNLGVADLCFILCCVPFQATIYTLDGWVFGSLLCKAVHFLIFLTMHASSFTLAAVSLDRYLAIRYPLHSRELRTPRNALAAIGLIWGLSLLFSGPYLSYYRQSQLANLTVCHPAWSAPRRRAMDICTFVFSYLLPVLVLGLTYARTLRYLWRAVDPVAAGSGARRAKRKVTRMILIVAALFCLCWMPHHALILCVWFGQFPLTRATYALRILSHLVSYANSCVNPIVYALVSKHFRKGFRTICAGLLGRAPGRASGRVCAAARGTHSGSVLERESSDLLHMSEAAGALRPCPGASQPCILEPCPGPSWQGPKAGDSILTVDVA
E-sel TNF inh – E-selectin induction blockers in HUVEC – imaging, immunofluorescence, high content, primary screen; inhibition, % at 2 µM; AID 1246, 2008; actives 0.71% (n = 120,000); HUVEC TNFa-induced E-selectin immunofluorescence;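 active means inhibition above the batch mean plus 3 SD, and confirmed as a hit on visual image review, cut at about 43% in these data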;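 further: 0% = TNF-stimulated DMSO wells and 100% = unstimulated control wells; not every result past the cut was called active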
HCT116 bCat-KO – primary screen for growth suppressors in beta-catenin knockout HCT116 cells (colon tumor, human) | HCT116 beta-catenin knockout viability, CellTiter-Glo, 60 h; hits give low values | viability, % at 10 µM | actives 1.5% (n = 140,000);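 active means viability at or under a set limit, the compound median less 4 SD, cut at about 6% in these data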;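 further: 0% = Hyamine 1622 control at 20 µM and 100% = untreated cell control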
Measles CPE – compounds protecting cells from measles virus cytopathic effect, primary screen, measles RdRp inhibitor project, single point, MLSMR library, absorbance; Measles virus-infected cells, CPE protection; protection (pct of control), % at 4 µM; actives 1.5% (n = 140,000); in the data active means protection mostly above about 24%, no sharp cut-off; inactive means mostly below about 26%; further: some compounds called inactive have numbers as strong as hits
BB579 growth dn – growth inhibitors of yeast BB579 in restrictive medium, primary screen, yeast lifespan-shortening project, S. cerevisiae. actives 0.51% (n = 140,000). inhibition, % at 10 µM. OD615, 48 h;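 active means inhibition above a set limit, 3 SD over the mean compound inhibition, cut at about 44% in these data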; further: inactives centre near -24
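Assay system: S. cerevisiae DeaD strain BB579 yeast. Medium: CSMM-D restrictive synthetic medium containing dextrose (glucose). Times: 4 h cell preincubation, 48 h compound exposure, 30 °C humidified. Signal: OD615 turbidity measurement. Benchmarks: positive control amphotericin B 10 µg/mL.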
Phagocytosis inh – inhibitors of macrophage phagocytosis, primary screen, imaging, J774A.1 cells, IgG beads. J774A.1 macrophage IgG-bead phagocytosis. inhibition, % at 5 µM. actives 0.07% (n = 110,000). AID 1029, 2008;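 active means inhibition above the mean of the plate negative controls plus 5 SD, cut at about 13% in these data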;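 further: phagocytic index as fraction of beads internalized from green versus red external bead signal; plate controls were DMSO negative control for no effect and cytochalasin-D positive control for full effect; some results beyond the cut were filed as inactive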
PTEN del growth – growth suppression of PTEN-null HCT116, primary screen, cell-based, CellTiter-Glo; AID 827, 2007; HCT116 PTEN-null viability, 60 h; hits give low values; viability, % at 10 µM; actives 1.2% (n = 140,000);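 active means viability at or below a set limit, 4 SD under the median of all tested compounds, cut at about 3.7% in these data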;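 further: PTEN knockout HCT116 line with beta catenin targeted HCT116 as companion control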
NPY Y2 blocker – NPY-Y2 receptor antagonists, primary screen, cell-based. actives 0.99% (n = 140,000). Neuropeptide Y receptor type 2 (Homo sapiens), P49146. inhibition, % at 2.7 µM. NPY-Y2 expressing cells, antagonist mode; in the data active means inhibition above about 17%;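 further: 0% = vehicle with agonist challenge and 100% = reference antagonist with challenge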
Target sequence (P49146 whole entry, looked up): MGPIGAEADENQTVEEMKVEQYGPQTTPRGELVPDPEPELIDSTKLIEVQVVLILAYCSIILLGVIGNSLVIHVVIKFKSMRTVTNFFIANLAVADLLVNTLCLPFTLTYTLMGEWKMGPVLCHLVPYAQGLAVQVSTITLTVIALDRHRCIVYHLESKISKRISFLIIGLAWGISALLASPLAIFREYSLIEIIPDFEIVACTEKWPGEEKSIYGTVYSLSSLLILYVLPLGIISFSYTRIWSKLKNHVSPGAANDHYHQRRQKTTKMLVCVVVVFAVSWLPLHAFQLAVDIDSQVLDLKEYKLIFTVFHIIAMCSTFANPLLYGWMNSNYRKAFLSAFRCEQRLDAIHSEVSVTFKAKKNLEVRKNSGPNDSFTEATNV
Yeast life ext – compounds extending yeast replicative lifespan, primary screen, S. cerevisiae, OD615 | S. cerevisiae growth with nicotinamide; deaD strain in restrictive glucose medium | inhibition of the nicotinamide effect, % at 10 µM | actives 0.68% (n = 130,000) | AID 775, 2007;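 active means inhibition above a set limit, placed 3 SD over the median of all compounds, cut at about 26% in these data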;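 further: 0% = nicotinamide-treated wells and 100% = cells grown without nicotinamide; some compounds called inactive have numbers as strong as hits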
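Material: Modified budding yeast, DeaD strain | Medium: Restrictive glucose medium | Probe or stimulus: 1.5 mM nicotinamide | Dosing: Single dose 10 µM compound, 0.25% DMSO | Times: 48 h at 30 °C | Technique: OD615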
MRP-1 activ – H69AR viability gain despite doxorubicin, primary screen, MRP-1 activator project, H69AR cells, CellTiter-Glo; viability rescue; viability increase, % at 10 µM; actives 0.61% (n = 140,000); AID 799, 2007;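 active means viability gain under doxorubicin at or above a set limit, the compound median plus 3 SD, cut at about 4.7% in these data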;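 further: MRP-1 overexpressing cells given doxorubicin 25 µM after compound pretreatment; 18-22 h compound pretreatment then 72 h with doxorubicin before readout; 0% = doxorubicin-only wells and 100% = vehicle-treated cells without doxorubicin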
An asterisk follows results filed as active; x = not tested or not shown; & = joins results of further samples; [ ] = remark or other dose.

SMILES	GALR2 blocker	E-sel TNF inh	HCT116 bCat-KO	Measles CPE	BB579 growth dn	Phagocytosis inh	PTEN del growth	NPY Y2 blocker	Yeast life ext	MRP-1 activ
CC(C)C(=O)NC(=S)Nc1ccccc1C(F)(F)F	3.8	23.7	94.3	6.1	-19.1	-1.4	101.0	0.9	-3.9	-4.7
CCCOc1ccc(/C=C/C(=O)Nc2ccc([N+](=O)[O-])cc2C)cc1	8.5	-53.8	89.7	20.1	-68.5	-4.4	86.8	1.4	-9.9	2.7
COc1cc(C(=O)NC2CCCCC2)ccc1OCc1ccc(Cl)cc1Cl	1.3	x	58.9	3.1	-35.4	-2.7	48.4	-1.2	-4.0	-3.9
CCCCCOc1ccc(C(=O)C(c2ccccc2)N2CCOCC2)cc1 (centres undefined)	-2.0	4.9	78.5	19.0	21.5	x	75.6	13.2	x	-1.5
O=S(=O)(Nc1cccc(-c2cn3cccnc3n2)c1)c1ccc(Cl)cc1	4.1	x	82.6	36.1	-14.2	-8.1	98.0	-0.1	2.8	-2.1
CC(=O)C1=C(O)C(=O)N(c2nnn(C)n2)C1c1cccs1 (centres undefined)	0.7	2.0	105.2	8.8	6.6	-0.6	104.0	2.5	-5.1	-1.4
O=C(NC1CCCC1)c1ccc(COCC(F)(F)C(F)F)o1	8.9	15.5	99.6	7.6	-39.7	-0.2	104.1	-3.9	-12.4	-0.2
COC(=O)Cn1c(=O)n(CCc2ccccc2)c(=O)c2c3c(sc21)CCCC3	-11.2	3.9	60.9	15.9	-13.1	-1.1	59.6	3.0	-14.2	-2.0
CC1CCC(NC(=O)C2CCN(C(=O)NC3CCCCC3)CC2)CC1 (centres undefined)	-5.8	11.8	94.3	7.6	-61.4	x	89.5	-0.4	-3.7	0.5
COc1cc(/C=N/NC(=O)COc2ccccc2C)ccc1OC(=O)c1cccs1	-0.8	-27.7	93.3	8.8	-23.5	-0.4	103.1	1.4	-24.4	-1.9
Clc1cccc(/C=N/Nc2ncnc3ccccc23)c1	7.8	19.4	2.8*	6.3	-21.1	3.1	7.4	-2.1	-30.2	0.9
C#CCn1c(S(=O)(=O)Cc2ccccc2Cl)nc(-c2ccccc2)c1-c1ccccc1	6.0	-42.6	97.8	12.7	-45.6	-0.5	96.6	1.6	-11.4	-0.4
CCCCOC(=O)NC1CCS(=O)(=O)C1 (centres undefined)	-9.3	-23.5	91.1	13.2	-35.0	0.9	99.2	1.2	-1.4	-0.5
Cc1onc(-c2ccccc2)c1C(=O)N1CCN(CCc2ccccc2)CC1	1.2	-1.9	93.8	7.9	-50.9	-3.7	80.5	2.4	-9.4	-4.4
C/C(CC1CC(COCC(C)C)OC1=O)=N\NC(N)=S (centres undefined)	1.0	-7.5	92.0	5.1	-26.7	-5.1	99.2	27.0*	2.6	-1.7
CC(C)C(NC(=O)C1CCCCC1)C(=O)Nc1ccccn1 (centres undefined)	-10.4	0.7	96.7	0.7	-0.2	0.0	92.8	2.4	-1.8	-0.7
CCN(CCCNC(=O)COc1cc(=O)n(C)c2ccccc12)c1cccc(C)c1	-4.9	5.9	72.7	5.6	-54.5	-0.5	71.9	-2.3	-7.7	-1.7
CCCN(CCC)S(=O)(=O)c1cccc(C(=O)Nc2ccc3c(c2)OCO3)c1	-4.5	-4.9	74.9	6.4	-41.7	-0.7	74.4	8.0	2.3	-1.8
Cc1ccc(S(=O)(=O)N2CCC(=O)N(CCOC(=O)NCc3ccccc3)CC2)cc1	3.5	x	90.8	6.4	-49.3	x	87.6	-0.5	0.2	-2.1
Cc1ccc2nc(SC(C)C(=O)NCc3ccco3)[nH]c2c1 (centres undefined)	5.0	-6.5	95.3	3.9	-32.4	-6.1	91.3	1.0	-9.5	-1.4
O=S(=O)(NCCO)c1cccc2cccnc12	-10.1	9.0	95.9	16.2	-42.0	49.5*[artifact]	105.2	4.2	-1.9	-2.3
O=c1[nH]ncn1-c1ccccc1C(F)(F)F	2.7	-4.0	97.6	4.0	18.3	-1.0	96.7	-1.3	-17.6	-0.7
COCc1cc(C)n(CC(=O)Nc2ccccc2C(=O)OC)c(=O)c1C#N	7.2	-1.8	95.9	6.1	-15.0	0.0	96.5	-1.9	-5.3	0.1
CC(=O)Nc1ccc(NS(=O)(=O)c2ccc3ccccc3c2)cc1	-12.9	x	84.3	17.3	4.3	-1.7	79.9	1.3	-10.5	-1.3
COC(=O)COn1c(SC(C)C)nc2ccccc2c1=O	-5.3	14.3	101.2	2.0	-19.9	-0.7	99.4	3.2	8.2	0.1
CCOC(=O)c1cccc(C(=O)OCC)n1	0.2	4.4	46.2	7.4	-45.2	x	48.4	-0.7	-20.4	-2.6
CCN(CC)c1ccc(CNc2ccc(Br)cn2)cc1	-5.7	-0.7	87.2	5.4	-3.2	-0.4	83.3	1.5	-6.7	-1.1
O=C(Nc1ncc2c(n1)-c1ccccc1CC2)c1ccccc1	11.7	-10.6	68.5	3.9	-62.8	x	77.6	2.8	-18.1	-3.5
O=C(Nc1nnc(CCN2CCOCC2)s1)c1ccccc1	-4.0	4.3	87.0	2.9	28.1	0.0	97.6	1.0	-7.3	0.1
CCOC(=O)c1c(C)nc2ccccc2c1C	-9.2	4.9	101.6	5.8	12.5	2.7	94.0	6.8	-8.8	1.2
O=C(O)C1CCCN1S(=O)(=O)c1ccc2ccccc2c1 (centres undefined)	6.1	-63.4	98.3	6.8	-9.9	x	99.8	4.9	-5.8	-0.8
CN(C)c1ccnc(-n2cccc2/C=N/OCc2ccc(F)cc2Cl)c1C#N	-11.2	4.2	83.1	7.6	-30.9	-1.0	89.9	1.0	-2.0	-1.8
COC(=O)c1ccc(N2CCN(S(=O)(=O)c3ccc(C)cc3)CC2)c([N+](=O)[O-])c1	9.7	x	80.6	2.8	-6.1	-0.6	71.5	-1.9	-15.8	-2.7
O=C(CCS(=O)(=O)c1ccc(Cl)cc1)NCCN1C(=O)S/C(=C\c2ccccc2F)C1=O	0.5	-22.1	82.5	6.0	-21.9	2.3	77.4	2.4	-1.8	-0.1
CCC(CC)C(=O)Nc1cccc(C(=O)c2ccccc2)c1	-2.2	11.1	90.0	8.3	-16.6	-0.5	96.1	4.5	-14.4	1.5
COc1cccc(N2CCN(Cc3nc(N)nc(N4CCCc5ccccc54)n3)CC2)c1	-9.4	-16.7	88.2	15.9	-45.0	0.2	84.4	10.6	-8.4	-1.3
O=C(CCS(=O)(=O)c1cccc2nsnc12)N1CCN(Cc2ccc3c(c2)OCO3)CC1	11.6	0.2	94.4	5.6	-11.6	x	93.0	0.5	-4.5	-1.0
CN(C)c1ccc(NC(=O)c2cccc(N3C(=O)C4C5C=CC(C5)C4C3=O)c2)cc1 (centres undefined)	46.9*	-15.2	86.1	3.9	-14.8	x	89.0	-2.0	-13.4	-1.9
CCn1c(SCC(=O)N/N=C/C=C/c2ccco2)nc2ccccc21	-3.3	x	74.2	9.3	-43.4	-2.7	69.3	5.7	-1.9	-2.5
CCOC(=O)C1CCCN(c2nnnn2-c2ccccc2)C1 (centres undefined)	6.8	-8.9	88.7	6.4	-49.5	2.9	103.3	4.4	-7.8	-1.3
CCN(CC)S(=O)(=O)c1cccc(NC(=O)/C=C/c2cccc([N+](=O)[O-])c2)c1	-12.1	x	37.8	8.4	-48.1	-4.6	28.6	-0.4	1.0	4.3
CC(C(=O)OCC(=O)Nc1ncc(Cl)cc1Cl)N1C(=O)c2ccccc2C1=O (centres undefined)	-8.1	-2.0	93.2	5.9	-5.3	-0.2	94.9&95.8	-0.2	-14.4	0.9
C=CCOc1ccc(/C(O)=C2/C(=O)C(=O)N(CCCn3ccnc3)C2c2cccs2)cc1 (centres undefined)	-15.6	x	95.0	3.8	-22.1	-1.4	91.3	3.1	-13.8	-0.9
COc1cc2c(cc1OC)C1(Nc3c-2c(-c2ccccc2)nn3-c2ccccc2)C(=O)Nc2ccccc21 (centres undefined)	17.3	5.1	93.4	15.6	-41.5	-0.8	83.6	-0.4	0.2	-2.4
CCCCn1c(N)c(-c2nc3ccccc3o2)c2c([N+](=O)[O-])nn(CC)c(=O)c21	9.1	-0.3	67.6	20.6	-47.1	-6.9	83.7	3.6	1.4	-1.9
COc1ccc(S(=O)(=O)Nc2cc(C(C)C)c(O)cc2C)cc1	10.9	6.2	113.3	4.6	-46.7	7.8	119.2	-0.3	-6.5	-1.3
CCCSC1=C(C#N)C(c2ccc(OC)cc2)C2=C(CC(C)(C)CC2=O)N1 (centres undefined)	2.5	-2.5	41.4	9.4	-53.4	-0.7	55.7	-2.0	-15.1	-3.3
CCN1CCN(c2nc3sc4c(c3c(=O)n2-c2ccc(OC)cc2)CCCCC4)CC1	-12.8	20.8	92.9	8.1	-26.3	x	80.8	2.7	-14.9	-4.8
CCCCNS(=O)(=O)/C=C/c1ccccc1	-0.6	x	106.2	2.4	-16.4	x	100.6	3.4	11.4	-2.0
O=C(NCC1CCCO1)C1c2ccccc2C(=O)N1C1CCCCCC1 (centres undefined)	11.8	-18.2	93.4	6.0	-44.9	-5.2	100.4	3.3	16.3	-0.7
CCc1nc(C)cn1S(=O)(=O)c1cc(Cl)c(OC)cc1Cl	2.8	1.8	94.2	15.3	-1.2	x	89.4	9.7	-15.3	-1.8
CCN(CC)S(=O)(=O)c1cccc(NC(=O)c2cc3ccccc3o2)c1	1.7	2.2	54.0	2.7	-26.0	0.3	48.5	3.9	-1.1	-0.6
COc1ccc(C(=O)Oc2c(C)occc2=O)cc1OC	1.1	5.1	98.4	48.4*	-47.4	-2.4	107.8	-1.0	2.5	-0.8
CCOC(=O)CCNC(C)C1COc2ccccc2O1 (centres undefined)	-9.6	-15.9	76.9	20.4	-22.9	-0.6	88.8	-1.3	-6.5	-0.5
COc1cccc2c1OCC1COc3c(c(=O)n(C)c(=O)n3C)C21 (centres undefined)	-11.1	8.8	99.7	23.9	-49.4	-1.6	88.0	2.8	0.3	0.1
CCCc1nc(SCC(=O)Nc2ccc(N3CCOCC3)cc2)c2ccccc2n1	3.5	8.6	71.1	20.1	-32.2	x	90.5	2.1	x	-4.2
CCc1cccc2c(C(=O)COC(=O)c3c(C)noc3C)c[nH]c12	1.4	-9.4	75.9	7.9	-19.8	1.0	74.1	-1.2	-23.9	-2.4
Cc1nc(SCC(=O)N(C)C2CCCCC2)[nH]c(=O)c1Cc1ccccc1	4.8	-23.1	85.8	7.9	22.2	-1.5	90.5	2.0	-2.2	-2.7

Compounds as they come; 6.1% or so of the library scored in one or more.
